HTR5A inv ag = HTR5A inverse agonists in luminescence cell assay, primary screen, counter-screen for OPRM1-OPRD1 heterodimer inverse agonist project, full-deck HTS; HTR5A cell line, inverse agonism; AID 504634, 2011; inhibition, % at 9.3 µM; hit rate 0.083% among 340,000; in the data active means inhibition mostly above about 23%, no sharp cut-off; inactive means mostly below about 18%;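 further: 0% = cells with DMSO and 100% = no-cell wells with DMSO; some compounds called inactive have numbers as strong as hits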
HTR5A ag = HTR5A agonists in luminescence cell assay, primary screen, counter-screen for OPRM1-OPRD1 heterodimer agonist project, full-deck HTS; 5-hydroxytryptamine receptor 5A (Homo sapiens), P47898; cell-based; activation, % at 9.3 µM; hit rate 0.61% among 340,000; AID 504692, 2011; in the data active means activation mostly above about 9.5%, no sharp cut-off; inactive means mostly below about 7.6%;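 further: 0% = cells with vehicle only and 100% = reference agonist; strong numbers were not always called active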
PKA-R1A activ = activators of PKA-R1A holoenzyme, primary screen, biochemical, fluorescence polarization, Cy5-IP20, bovine R1A, mouse PKAc. hit rate 0.083% among 340,000. AID 504707, 2011. activation, % at 11.4 µM. cAMP-dependent protein kinase type I-alpha regulatory subunit (Bos taurus) + …. PKA-R1A dissociation; scaled: DMSO 0%, 113 µM cGMP 100%;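 active means percent activation above the mean of all tested compounds plus 3 SD, cut at about 19% in these data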;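 further: higher means more PKAc released from R1A so a rise in polarization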
OPRM1-OPRD1 ag = agonists of OPRM1-OPRD1 heterodimerization, primary screen, cell-based, luminescence; Mu-type opioid receptor (Homo sapiens) + Delta-type opioid receptor (Homo sapiens), …; cells; activation, % at 9.3 µM; hit rate 0.3% among 340,000; AID 504326, 2011; in the data active means activation above about 18%;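 further: 0% = vehicle-treated cells and 100% = reference agonist; values of inactives mirror those of a sister screen read the other way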
Target sequence (P35372 whole entry, looked up): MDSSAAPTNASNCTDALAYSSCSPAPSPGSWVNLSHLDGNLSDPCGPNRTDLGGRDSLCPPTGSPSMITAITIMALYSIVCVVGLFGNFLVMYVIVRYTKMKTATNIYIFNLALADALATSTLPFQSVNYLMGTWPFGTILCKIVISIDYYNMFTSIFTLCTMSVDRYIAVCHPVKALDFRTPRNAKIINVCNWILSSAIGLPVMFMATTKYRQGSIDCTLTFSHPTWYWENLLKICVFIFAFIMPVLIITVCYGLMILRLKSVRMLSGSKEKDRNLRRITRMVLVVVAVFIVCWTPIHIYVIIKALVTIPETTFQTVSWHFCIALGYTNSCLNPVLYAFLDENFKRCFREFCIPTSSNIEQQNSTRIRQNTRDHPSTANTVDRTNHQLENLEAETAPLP
Target sequence (P41143 whole entry, looked up): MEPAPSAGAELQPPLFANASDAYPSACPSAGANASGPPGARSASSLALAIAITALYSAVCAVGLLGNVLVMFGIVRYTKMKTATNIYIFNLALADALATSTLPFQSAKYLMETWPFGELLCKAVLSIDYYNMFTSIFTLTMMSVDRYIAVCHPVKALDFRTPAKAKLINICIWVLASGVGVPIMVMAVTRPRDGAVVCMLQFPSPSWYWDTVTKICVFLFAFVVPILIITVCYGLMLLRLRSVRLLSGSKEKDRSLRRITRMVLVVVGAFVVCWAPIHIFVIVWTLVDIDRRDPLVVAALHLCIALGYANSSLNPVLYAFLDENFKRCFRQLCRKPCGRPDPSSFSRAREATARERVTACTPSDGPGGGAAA
AddAB inh = growth inhibition of E. coli expressing H. pylori AddAB, primary screen, AddAB inhibitor project, absorbance | inhibition, % at 11.9 µM | hit rate 0.29% among 330,000; in the data active means inhibition above about 12%;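 further: 0% = vehicle wells of infected cells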
phage Ecoli inh = growth loss of phage-infected E. coli, primary screen, RecBCD inhibitor project, absorbance, with phage, HTS | hit rate 0.26% among 360,000 | inhibition, % at 11.9 µM; in the data active means inhibition above about 11%
E coli growth = E. coli V3065 growth inhibition, primary screen, counter-screen for AddAB inhibitor project, absorbance, OD600; AID 449728, 2010; 18 h; hit rate 0.27% among 330,000; inhibition, % at 11.9 µM;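 active means inhibition above the campaign's mean inhibition across all tested compounds plus 3 SD, cut at about 9.9% in these data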;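 further: uninfected addAB+ strain grown without phage in ampicillin broth; 0% = DMSO wells and 100% = ciprofloxacin 0.95 µg/ml wells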
PfHsp90 yeast 2 = growth inhibition of PfHsp90-expressing yeast, primary screen, antimalarial PfHsp90 inhibitor project, S. cerevisiae, BacTiter-Glo luminescence, single point, set 2 | hit rate 0.32% among 310,000 | inhibition, % at 9.4 µM | BacTiter-Glo ATP, 48 h; yeast lacking PDR1 and PDR3 efflux regulators | AID 504621, 2011;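 active means every replicate shows inhibition above about 80%, whatever the replicate mean, limit read from the data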;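 further: 0% = DMSO neutral controls and 100% = 20 µM radicicol positive controls; yeast relying on Plasmodium falciparum Hsp90 in place of its own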
SUMO Mot1 rescue = yeast Mot1-301 growth rescue at high temperature, primary screen, SUMOylation pathway inhibitor project, S. cerevisiae, ATP luminescence, 38.5C; S. cerevisiae Mot1-301 growth rescue; percent above DMSO median, 100 means doubled; growth rescue, % at 18.8 µM; hit rate 1% among 320,000;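 active means every valid replicate shows activation above 250% relative to neutral control wells; inactive means the rest, any valid replicate at or below 250%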;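 further: OY570 slx delta 5 strain wells were the positive control but not used for scaling; some compounds called inactive have numbers as strong as hits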
DSG3 Ab inh = inhibitors of pemphigus antibody binding to DSG3, primary screen, biochemical, bead-based, flow cytometry, scFv-GFP; Desmoglein-3 (Homo sapiens), P32926; DSG3-coupled beads, scFv-anti-DSG3-GFP binding; active compounds read low; binding (percent of control), % at 10 µM; hit rate 0.48% among 310,000; AID 588358, 2011;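 active means binding more than 3 SD below its plate's average and above zero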;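 further: hits lower antibody fragment binding to DSG3; some compounds called inactive have numbers as strong as hits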
OPRM1-OPRD1 inv = inverse agonists of MOR-DOR heterodimerization, primary screen, cell-based, luminescence | cell-based MOR-DOR heterodimer luminescence, inverse agonism | hit rate 0.21% among 340,000 | inhibition, % at 9.3 µM | Mu-type opioid receptor (Homo sapiens) + Delta-type opioid receptor (Homo sapiens), …; in the data active means inhibition above about 22%, passing the limit was not always enough;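 further: 0% = cells with DMSO and 100% = wells without cells with DMSO; values of inactives mirror those of a sister screen read the other way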
Starred values were filed as active, the others as inactive; . = no result given.

SMILES	HTR5A inv ag	HTR5A ag	PKA-R1A activ	OPRM1-OPRD1 ag	AddAB inh	phage Ecoli inh	E coli growth	PfHsp90 yeast 2	SUMO Mot1 rescue	DSG3 Ab inh	OPRM1-OPRD1 inv
CSc1ccc(-c2nc(CSCC(=O)NCCCN3CCCC3=O)c(C)o2)cc1	-8.5	2.3	-8.0	-1.8	2.6	1.3	-0.9	19.6	7.2	.	9.5
CCCNC(=O)/C(C#N)=C1\N=C(NC(=O)c2ccco2)c2ccccc21	-1.8	2.5	-12.6	-3.5	2.4	4.1	-0.5	31.7	15.6	102.5	18.9
Cc1cc(C)c(OCC(=O)OC(C)C(=O)N2CCc3ccccc32)c(C)c1 (configuration not stated)	3.7	-1.4	-9.5	2.6	0.3	3.1	2.4	6.8	8.0	102.2	-17.4
Cc1cc(C(=O)CSc2nncs2)c(C)n1Cc1ccco1	-15.3	0.9	-6.7	-2.3	0.2	1.7	1.0	4.6	-11.9	106.7	11.4
COc1ccc(/C=N/N(C)C2=NS(=O)(=O)c3ccccc32)cc1	10.0	-2.7	-8.9	-2.5	-2.6	0.6	-4.6	-13.9	7.4	101.3	11.0
Cc1ccc(NC(=O)c2cccnc2)c([N+](=O)[O-])c1	-19.3	7.0	13.3	1.3	6.1	4.1	0.1	27.6	-10.9	113.4	-6.7
S=c1[nH]c2ccc3ccccc3c2[nH]1	-1.9	0.7	-3.6	-0.6	1.7	4.3	0.7	-0.8	-2.9	99.3	3.1
O=C1OCCN1C(=O)[C@H]1[C@H](c2ccc(F)cc2)C(c2ccc(F)cc2)=NN1c1ccccc1	-3.2	2.3	-4.3	5.5	3.3	1.8	1.5	-35.0	-23.1	95.0	-30.8
Cc1ccc(-c2nn(C)c(=O)c3ccccc23)cc1CNC(=O)c1ccco1	-6.1	-1.4	5.2	-1.9	1.5	-1.0	1.2	7.6	136.7	105.5	11.1
Cc1oc2nc(SCC(=O)NC3CCCCC3)nc(N)c2c1C	-7.5	7.9	0.7	0.1	3.5	0.2	1.0	-12.0	9.3	.	-0.4
N#C/C(=C\c1c(N2CCCCC2)nc2ccccn2c1=O)C(=O)NCc1ccco1	22.9	-9.1	-3.6	-2.0	2.1	1.7	-0.8	18.4	2.7	45.3	10.7
CC1=C(C)CC(C(=O)NC2CCN(C(C)C)CC2)C(C(=O)O)C1 (configuration not stated)	-19.6	7.7	-1.6	-2.1	3.2	-0.1	0.5	-4.6	4.9	109.9	8.6
COc1ccc(C(=O)OCC(=O)Nc2ccc(N3CCOCC3)cc2)cc1	-18.5	6.7	-4.8	3.1	-0.8	0.0	-2.8	-36.7	-11.0	.	-12.8
Cc1ccc(NC(=O)c2ccc(OC(=O)CCN3C(=O)c4ccccc4C3=O)cc2)cc1	-24.0	2.2	1.7	2.2	1.1	-0.6	2.6	6.4	-18.6	90.0	-13.1
Cc1ccc(NC(=O)CCC(=O)N2CCN(S(=O)(=O)c3ccc(C)cc3)CC2)cc1	19.9	2.0	-4.9	-4.8	1.3	1.5	-1.5	23.7	-11.3	98.8	17.8
COc1cccc(/C=C/c2ccccn2)c1O	-3.7	1.2	-14.8	-1.6	2.6	3.9	1.9	-26.1	-21.1	98.3	8.6
Cc1onc(-c2ccccc2Cl)c1C(=O)NC1CCCCCC1	-4.9	1.2	-0.3	-0.1	-2.9	0.6	-1.4	-1.6	-12.3	105.4	0.7
O=C1CCSc2cccc3cccc(c23)N1	12.6	-4.8	7.1	2.9	0.9	2.8	0.5	13.7	6.8	99.7	-18.0
CCCCc1nnc(NC(=O)CCS(=O)(=O)c2ccc(C)cc2)s1	-1.4	0.6	-2.6	1.4	1.6	0.3	-1.9	-10.7	-5.2	108.8	-5.8
O=C(Oc1ccc2ccc(O)cc2c1)c1ccccc1Cl	3.7	-1.0	-4.0	4.2	.	0.1	.	12.2	-12.1	103.0	-19.9
CC(C)(C)OC(=O)NCC(=O)NCC(=O)OCc1ccccc1	1.6	-1.2	-9.1	-2.3	-0.5	1.8	-0.9	15.5	-21.4	98.3	10.7
Cc1ccccc1OCC(=O)O/N=C(\N)Cc1ccc(Cl)cc1	-8.4	3.6	-0.3	1.1	1.7	1.0	0.5	2.6	-8.6	108.3	-6.6
CSc1ccccc1NC(=O)c1csc(C)c1	-5.9	1.1	2.6	-4.1	2.0	1.0	-0.8	6.0	-4.7	106.2	13.5
CC(C)(C)c1ccc(OCc2ccc(C(=O)Nc3cccnc3)o2)cc1	-11.1	4.1	-2.5	-1.9	3.1	1.3	0.4	26.1	196.8	102.7	9.8
CC1CCN(c2ncnc3ccccc23)CC1	-10.3	2.5	-3.0	0.3	-0.3	2.3	-0.9	-7.1	12.3	103.6	-1.9
COc1cc(CC(=O)OCC(=O)NCCc2ccc(S(N)(=O)=O)cc2)cc(OC)c1OC	17.3	-2.1	3.8	-0.7	2.0	1.8	-0.9	-15.0	-1.2	108.7	2.7
O=C(CC1CCCCC1)NCc1ccccc1	3.4	6.7	-1.4	-0.6	2.1	1.9	-0.7	10.6	-3.7	115.7	3.1
O=c1[nH]nc(CNc2ccc(C(F)(F)F)cc2)c2ccccc12	-9.2	6.6	9.8	4.2	2.3	2.6	-1.3	.	426.4	86.7	-26.2
CC(=O)c1ccc(NC(=O)C2=CC(c3ccc4c(c3)OCO4)=NS(=O)(=O)N2C)cc1	5.8	-1.0	7.3	-2.3	3.9	0.7	-0.7	-6.6	-0.2	69.8	11.9
COc1ccc(NC(C)=O)cc1NC(=O)c1cccc(S(=O)(=O)N2CCc3ccccc32)c1	15.5	-1.4	-16.1	-2.9	2.6	-2.4	1.7	18.4	-17.0	100.0	11.1
CN(CCc1ccccn1)c1ncnc2[nH]ncc12	-14.1	0.3	-3.6	-0.5	-1.1	0.0	-1.1	-0.8	-4.8	97.3	3.1
CCN(CC(=O)Nc1c(F)cccc1F)C(=O)c1ccc(OCC(=O)N2CCOCC2)c(OC)c1	-0.3	0.1	4.6	0.8	.	1.7	.	-33.8	.	101.9	-3.9
COc1ccc(CN(C)CC(=O)Nc2cc(OC)c([N+](=O)[O-])cc2C)c(OC)c1	-19.4	5.8	-9.5	-0.3	0.6	1.2	0.6	4.3	.	115.6	1.7
CC(=O)NN1C(=O)/C(=C/c2ccc(Br)o2)SC1=S	2.6	-1.2	-7.3	-1.7	0.4	2.2	-1.1	.	-2.4	102.8	8.3
COC(=O)c1nccc2c1[nH]c1ccccc12	-4.8	-1.6	8.2	-2.4	2.0	1.0	-1.0	-6.6	-7.9	.	12.1
CCN(CC)CCNC(=O)C12CC3CC(C)(CC(C)(C3)C1)C2	10.7	-4.6	-6.4	0.9	0.6	2.0	-0.5	.	-17.2	100.3	-5.2
O=C(O)CN1C(=O)CCS(=O)c2ccccc21 (configuration not stated)	-22.1	7.4	10.8	-0.3	4.0	1.8	0.3	-3.8	90.1	110.0	1.3
[O-]/[N+](=N\Nc1ccc(Cl)cc1)c1ccccc1	-1.6	0.4	-6.6	-1.3	.	1.3	.	10.3	.	124.6	6.5
Cc1ccc(-c2nc(N)n(C(=O)Cc3ccccc3)n2)cc1	19.8	-2.6	2.8	-1.9	3.9	1.0	2.7	-2.5	-0.5	108.1	7.7
Cc1ccc(C)c(NC(=O)C2CCCN2C(=O)NC2CCCCC2)c1 (configuration not stated)	5.8	-2.1	-3.3	-2.3	-0.3	3.1	-0.2	-1.1	-21.1	105.3	12.8

3 compounds already listed, ordered by the value under OPRM1-OPRD1 inv, high to low:
canonical_smiles	OPRM1-OPRD1 inv
CCCNC(=O)/C(C#N)=C1\N=C(NC(=O)c2ccco2)c2ccccc21	18.9
CC1CCN(c2ncnc3ccccc23)CC1	-1.9
Cc1ccc(NC(=O)c2ccc(OC(=O)CCN3C(=O)c4ccccc4C3=O)cc2)cc1	-13.1

(further entries)
SMILES	HTR5A inv ag	HTR5A ag	PKA-R1A activ	OPRM1-OPRD1 ag	AddAB inh	phage Ecoli inh	E coli growth	PfHsp90 yeast 2	SUMO Mot1 rescue	DSG3 Ab inh	OPRM1-OPRD1 inv
CCOC(=O)Cc1csc(NC(=S)NC(=O)c2ccccc2)n1	9.2	-3.5	-5.2	-0.9	-0.4	1.4	-2.2	-3.2	3.2	90.9	6.2
Cc1ccccc1C(=O)Nc1nnc(CC(=O)N/N=C/c2ccncc2)s1	.	.	.	.	0.5	1.6	-0.2	-19.6	-11.3	97.0	.
O=C(NC1CCCCCCC1)c1cnccn1	-18.0	-1.3	-8.4	-1.1	0.6	0.5	-1.8	0.3	-5.0	103.0	6.0
CC(=O)Nc1ccc(NC(=O)C(C)c2cccc(C(=O)c3ccccc3)c2)cc1 (configuration not stated)	17.7	-2.2	-6.0	-0.6	-0.8	1.8	-1.0	-20.6	7.2	105.1	3.9
CC(C)[C@H](NC(=O)[C@@H]1Cc2c([nH]c3ccccc23)C2c3ccccc3C(=O)N21)C(=O)N1CCC[C@@H]1C(=O)O (some centres not stated)	3.5	0.9	-2.0	-3.8	3.4	1.4	-1.5	-3.8	19.2	99.9	19.2
CCOC(=O)[C@H]1[C@H]2COc3ccc(C)cc3[C@@H]2N2C(=O)[C@@H](C)NC(=O)[C@@]12C	2.8	2.8	2.4	-0.3	-0.3	2.6	0.4	11.7	70.7	102.7	1.8
Cc1oc(-c2ccc(Cl)cc2)nc1CS(=O)CC(=O)NCCCN(C)C1CCCCC1 (configuration not stated)	-22.8	-0.8	-6.0	0.0	0.9	2.3	0.9	-7.0	-5.8	.	-0.2
CC(NC(=O)c1c(O)c2ccccc2n(C)c1=O)c1ccccc1 (configuration not stated)	-27.5	1.7	-0.8	3.4	5.7	9.1	5.5	-3.8	6.9	100.1	-17.0
CCCCOc1ccc(-c2nnn(CC(=O)c3c[nH]c4ccccc34)n2)cc1	-29.5	5.0	0.9	-0.3	2.5	3.1	3.0	-42.7	4.2	.	1.5
COc1ccc(OC)c(C(=O)c2ccc(C(=O)N3CCCCC3)cc2)c1	1.5	-0.5	-3.2	-2.7	1.6	2.0	-2.7	5.6	6.5	.	13.6
CCc1nnc(NC(=O)C2CC(=O)N(Cc3ccccc3)C2)s1 (configuration not stated)	-1.3	0.5	-3.4	-1.5	1.7	0.3	-0.6	.	3.4	117.8	7.4

Assay outcomes from PubChem BioAssay.
